# L3MBTL1 block: qHTS Assay for the Inhibitors of L3MBTL1; Lethal(3)malignant brain tumor-like protein 1 (Homo sapiens), Q9Y468; AlphaScreen L3MBTL1–H3K9me1 peptide binding; Potency, µM (top dose mostly 57.1 µM), for inactives: top-dose activity, negative = inhibition, actives largely listed as inhibitors; 0.66% of 230,000 active; AID 485360, 2010; active = well fitted inhibition curve with a large enough effect; inconclusive = small, poorly fitted or top-dose-only effect; inactive = no such curve, though single readings can be large or run the other way; also: nearly all actives have a fitted effect of over 60% in size
# Target sequence (Q9Y468 whole entry, looked up): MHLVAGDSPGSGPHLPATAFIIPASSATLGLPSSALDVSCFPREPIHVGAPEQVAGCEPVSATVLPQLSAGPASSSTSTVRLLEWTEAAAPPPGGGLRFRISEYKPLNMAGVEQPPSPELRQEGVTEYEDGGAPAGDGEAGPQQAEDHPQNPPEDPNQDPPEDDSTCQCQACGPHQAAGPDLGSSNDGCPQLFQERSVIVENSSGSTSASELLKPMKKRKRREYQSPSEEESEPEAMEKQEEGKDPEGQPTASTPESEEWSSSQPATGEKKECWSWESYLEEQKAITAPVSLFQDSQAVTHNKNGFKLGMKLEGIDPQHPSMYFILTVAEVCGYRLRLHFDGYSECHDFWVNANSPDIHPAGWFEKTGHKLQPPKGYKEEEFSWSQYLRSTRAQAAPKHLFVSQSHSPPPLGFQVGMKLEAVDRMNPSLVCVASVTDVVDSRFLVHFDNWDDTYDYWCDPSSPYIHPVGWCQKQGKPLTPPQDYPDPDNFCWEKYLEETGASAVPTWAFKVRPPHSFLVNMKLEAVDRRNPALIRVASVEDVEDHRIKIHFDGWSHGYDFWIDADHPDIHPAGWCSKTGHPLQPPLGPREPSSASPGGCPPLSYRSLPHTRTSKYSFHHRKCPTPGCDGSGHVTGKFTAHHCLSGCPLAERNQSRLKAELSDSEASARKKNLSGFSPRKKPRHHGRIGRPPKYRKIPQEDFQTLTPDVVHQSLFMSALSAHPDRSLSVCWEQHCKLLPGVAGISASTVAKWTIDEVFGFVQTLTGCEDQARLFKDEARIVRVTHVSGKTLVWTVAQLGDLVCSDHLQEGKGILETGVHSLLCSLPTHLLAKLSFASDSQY
#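 AlphaScreen assay: L3MBTL1 (50 nM final) was preincubated 30 min at room temperature with biotinylated H3(1-15)K9me1 peptide (75 nM final), then 30 min with library compounds; streptavidin donor and nickel chelate acceptor beads (10 ug/mL final) added, 30 min dark.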
# * hit, by the source's call; ? = inconclusive; [ ] = dose if it differs, or a comment. % is scaled to controls: 0 for no effect and ±100 for the full control effect; potency is read from the fitted curve at half-maximal effect. An excerpt, so the mix of outcomes need not match the whole.
SMILES,L3MBTL1 block
COc1cccc(NC(=S)NCc2ccccc2)c1,-3%
CC(OC(=O)c1ccco1)C(=O)Nc1ccc(C(F)(F)F)cc1 (stereo not drawn),-3%
CCc1cccc(C)c1NC(=O)C1CCCN(S(C)(=O)=O)C1 (stereo not drawn),5%
Cc1noc(C)c1S(=O)(=O)N(C)C[C@H]1Oc2ccc(NC(=O)NC3CCCCC3)cc2C(=O)N([C@H](C)CO)C[C@@H]1C,-4%
C/C(CC(=O)Nc1ccc(N(C)C)cc1)=N\NC(=O)c1ccccc1F,-5%
O=C(O)CC(C(=O)Nc1ccc(Cl)cc1)N1CCCCCC1 (stereo not drawn),-7%
Cc1ccc(S(=O)(=O)N2[C@@H](c3ccccc3)C(C(=O)O)=CC[C@H]2c2ccc3c(c2)OCO3)cc1,3%
CN(CC(=O)Nc1cccc2ccccc12)C(=O)c1ccc(NC(=O)CC#N)cc1,-5%
Cc1cccc(C(=O)OCC(=O)N2CCc3ccccc3C2)c1O,-4%
Cc1ccc(C(=O)C(C)OC(=O)CCN=C2NS(=O)(=O)c3ccccc32)cc1 (stereo not drawn),1%
COc1ccc([C@@H]2CC=C(C(=O)O)[C@H](c3cccc(Cl)c3)N2S(=O)(=O)c2ccc(Cl)cc2)cc1,6%
COc1ccc(/C=C(\NC(=O)c2ccccc2)C(=O)N2CCC(C)CC2)cc1,-6%

# The list goes on, starting with the last 2 of the part before.
SMILES,L3MBTL1 block
COc1ccc([C@@H]2CC=C(C(=O)O)[C@H](c3cccc(Cl)c3)N2S(=O)(=O)c2ccc(Cl)cc2)cc1,6%
COc1ccc(/C=C(\NC(=O)c2ccccc2)C(=O)N2CCC(C)CC2)cc1,-6%
COc1ccc(S(=O)(=O)N2CCCCCC2)cc1C(=O)N(C)Cc1ccco1,19%
CCN(CC(=O)NC1CCS(=O)(=O)C1)S(=O)(=O)c1ccc(Cl)cc1C(F)(F)F (stereo not drawn),-1%
CC(C)(C)c1csc(N/N=C/c2ccc(O)cc2)n1,2%
Cn1c(N)c(C(=O)COC(=O)c2ccccc2C(F)(F)F)c(=O)n(C)c1=O,0%
COc1ccc(/C=C2/C(=O)N(c3cccc(F)c3)N=C2C)c(OC)c1,0%[2.29 µM]
COc1cc(NC(=O)c2ccccc2F)ccc1NC(=O)c1cc2ccccc2o1,-3%
CCCN1CCN(CC(=O)Nc2nc3ccccc3s2)CC1,-11%
COC(=O)C1=C(C)N(C)C(=O)NC1c1c(O)ccc2ccccc12 (stereo not drawn),8%
Cc1cc(C)c(C)c(S(=O)(=O)N2CCN(C(=O)c3cc(S(=O)(=O)N4CCOCC4)ccc3F)CC2)c1C,-4%
O=S1(=O)CCOC[C@H](c2ccccc2)N1Cc1ccccc1F,1%
CC1(CCc2ccccc2)NC(=O)N(CC(=O)N2CCCCCC2)C1=O (stereo not drawn),1%
[N-]=[N+]=NC[C@H](Cc1ccccc1)N1CCN(Cc2ccccc2)CCC1=O,-4%
CC1=C([N+](=O)[O-])C(c2ccccc2)NC(=O)N1 (stereo not drawn),0%
O=C(c1cc(-c2ccccc2)n[nH]1)N1CCN(S(=O)(=O)c2ccccc2)CC1,0%
COc1cc(C(=O)Nc2ccc3nc(N4CCOCC4)sc3c2)cc(OC)c1OC,26%
COc1ccc(-c2c(-c3cc(OC)cc(OC)c3)n(C)c3ccc(-c4ccc(OC)cc4F)cc23)cc1,-6%
CCOc1ccccc1NC(=O)COC(=O)c1cnc(C)cn1,-8%
Cc1ccc(S(=O)(=O)NCC(c2ccco2)N2CCc3ccccc3C2)cc1 (stereo not drawn),-6%
NC(=O)c1ccc(Cn2c(C(=O)c3cc(Cl)c(N)c(Cl)c3)c3ccccc3[n+]2[O-])cc1,?
O=C(COc1ccc(F)cc1)Nc1ccccc1N1CCOCC1,9%
COc1ccc(CC(=O)Nc2ccccc2C(=O)NCCc2ccccc2)cc1,26%
CC(=O)C1=C(O)C(=O)N(Cc2ccccc2)C1c1ccc(N(C)C)cc1 (stereo not drawn),1%
O=C(Nc1ccc(S(=O)(=O)NC2=NCCCCC2)cc1)c1cccc(S(=O)(=O)N2CCOCC2)c1,-3%
Cc1cccc([C@@H]2[C@@H]3C(=O)N(Cc4ccccc4)C(=O)[C@@H]3[C@]3(Cc4ccccc4)C(=O)N(c4ccc(C(F)(F)F)cc4)C(=O)N23)c1,-2%

# Quoted at random: 7 compounds from above.
SMILES,L3MBTL1 block
O=C(Nc1ccc(S(=O)(=O)NC2=NCCCCC2)cc1)c1cccc(S(=O)(=O)N2CCOCC2)c1,-3%
Cc1cccc([C@@H]2[C@@H]3C(=O)N(Cc4ccccc4)C(=O)[C@@H]3[C@]3(Cc4ccccc4)C(=O)N(c4ccc(C(F)(F)F)cc4)C(=O)N23)c1,-2%
CC(=O)C1=C(O)C(=O)N(Cc2ccccc2)C1c1ccc(N(C)C)cc1 (stereo not drawn),1%
COc1ccc(-c2c(-c3cc(OC)cc(OC)c3)n(C)c3ccc(-c4ccc(OC)cc4F)cc23)cc1,-6%
COc1cc(C(=O)Nc2ccc3nc(N4CCOCC4)sc3c2)cc(OC)c1OC,26%
NC(=O)c1ccc(Cn2c(C(=O)c3cc(Cl)c(N)c(Cl)c3)c3ccccc3[n+]2[O-])cc1,?
O=C(COc1ccc(F)cc1)Nc1ccccc1N1CCOCC1,9%

# Further structures follow.
SMILES,L3MBTL1 block
CCOc1ccc(NC(=O)CN(C)C(=O)c2c(-c3c(F)cccc3Cl)noc2C)cc1OCC,-4%
COc1ccccc1OCCNC(=O)C(CCSC)NC(=O)c1ccccc1Cl (stereo not drawn),-8%
COc1cccc(/C=C/C(=O)N(C)CC(=O)Nc2ccc(Cl)c(C(F)(F)F)c2)c1,-6%
COc1ccccc1C(=O)NCCNc1nc2cc(C)cc(C)c2cc1C#N,59%[activator]
CN(C)S(=O)(=O)c1cccc(NC(=O)c2cc([N+](=O)[O-])ccc2N2CCCCC2)c1,-4%
O=C(Nc1cccc(/C=C/c2ccccn2)c1)c1ccc(-n2cncn2)c([N+](=O)[O-])c1,-5%
O=C(c1ccc(N2CCCCC2)c([N+](=O)[O-])c1)N1CCN(S(=O)(=O)c2ccccc2)CC1,-15%
CN(C(=O)CSc1nc2ccccc2c(=O)n1C)C1CCS(=O)(=O)C1 (stereo not drawn),-3%
Cc1ccccc1NC(=O)C(C)OC(=O)CNS(=O)(=O)c1ccc(C#N)cc1 (stereo not drawn),8%
COc1ccccc1C(=O)NNC(=O)c1ccccc1Br,3%[2.29 µM]
CCN(CC)S(=O)(=O)c1cccc(NC(=O)COC(=O)C2=COCCO2)c1,-4%
CC(C)NS(=O)(=O)c1ccc(NC(=O)C(C)OC(=O)CCC2CCCC2)cc1 (stereo not drawn),-7%
Cc1sc(NC(=O)C2=COCCO2)nc1-c1ccc(Br)cc1,-9%
CCn1c(/N=C/c2ccc(OC)cc2O)nc2ccccc21,-8%
CC(=O)Nc1ccc(NC(=O)CSc2n[nH]c(-c3cccs3)n2)cc1,3%
CC(C)NC(=O)N(C)C[C@H]1Oc2ccc(NS(=O)(=O)c3ccccc3)cc2C(=O)N([C@H](C)CO)C[C@@H]1C,12%
COc1ccc(Cl)cc1C(=O)NNC(=O)c1ccncc1,-2%[2.29 µM]
Cc1cccc(-c2noc(CCC(=O)N3CCN(c4cc(C)ccc4C)CC3)n2)c1,15%
C[C@H](CO)N1C[C@H](C)[C@@H](CN(C)S(=O)(=O)c2cccs2)Oc2c(NC(=O)Nc3ccc4c(c3)OCO4)cccc2C1=O,-2%
Cc1onc(-c2ccccc2Cl)c1C(=O)OCc1nnc(-c2ccccc2)o1,14%
CC12CCC(=O)N1C(C(=O)Nc1ccccc1N1CCCCC1)CS2 (stereo not drawn),-6%
C[C@@H]1CN([C@@H](C)CO)C(=O)c2cccc(NC(=O)Nc3ccc(F)cc3)c2O[C@@H]1CN(C)Cc1ccc(Oc2ccccc2)cc1,-10%
COc1ccc(S(=O)(=O)N2CCCCC2)cc1NC(=O)CCOc1cc(C)ccc1C,2%
O=S(=O)(N1CCOCC1)N1CCOCC1,6%
CSCCC(NC(=O)c1ccccc1Cl)C(=O)Nc1cccc(S(=O)(=O)N2CCCC2)c1 (stereo not drawn),-13%
COc1cc(OC)c(OC)cc1CNC(=O)c1ccc(S(=O)(=O)N2CCCCC2)cc1,-3%
O=C(NOCc1ccccc1)c1ccc(Cl)cc1,5%
CC(=O)NC(c1ccco1)c1cc(Cl)c2ccc(N(C)C)nc2c1O (stereo not drawn),-24%
COCCN(C(=O)CSc1n[nH]c(-c2ccc(OC)cc2)n1)c1c(N)n(Cc2ccccc2)c(=O)[nH]c1=O,7%
Cc1cc(C)c(NC(=O)COC(=O)c2nc3nccc(C)n3n2)c(Cl)c1,-1%
COc1ccc(CN2C(=O)C(CC(C)C)Nc3ncnc(N4CCN(c5ccccn5)CC4)c32)cc1 (stereo not drawn),-8%
O=C(NCCS(=O)(=O)N1CCN(c2ccccc2)CC1)C1CC1,-2%
Cc1ccc(S(=O)(=O)N(C)C)cc1NC(=O)COC(=O)C1CCCC1,1%
Cc1ccccc1OCCCCN1CCCCC1,2%
CC(=O)c1cccc(NC(=O)c2ccccc2N(Cc2ccccc2)S(C)(=O)=O)c1,0%
Cc1ccc(OCCCCN2CCCCC2)c(C)c1,-1%

# Copied from the entries so far, four compounds:
SMILES,L3MBTL1 block
Cc1ccc(S(=O)(=O)N(C)C)cc1NC(=O)COC(=O)C1CCCC1,1%
Cc1ccccc1OCCCCN1CCCCC1,2%
CC(=O)c1cccc(NC(=O)c2ccccc2N(Cc2ccccc2)S(C)(=O)=O)c1,0%
Cc1ccc(OCCCCN2CCCCC2)c(C)c1,-1%

# Going on with the list:
SMILES,L3MBTL1 block
CC12CCC(=O)N1C(C(=O)Nc1cc(Cl)ccc1N1CCCC1)CS2 (stereo not drawn),-10%
C=CC[C@H](CC(=O)NCCO)C(=O)NCCOC(=O)[C@@H](CC=C)CC(=O)OC(C)(C)C,5%
Cn1c(Cc2cccs2)nnc1SCC(=O)Nc1ccc(C(N)=O)cc1,-1%
CC(Sc1nnc(-c2ccncc2)n1-c1ccc(F)cc1)C(=O)NC1CC1 (stereo not drawn),7%
Cc1ccc(C)c(S(=O)(=O)N2CCCC2CNC(=O)C(=O)NCC2CCCO2)c1 (stereo not drawn),7%
O=C(CN1C(=O)NC2(CCCCCCC2)C1=O)NCc1ccc(F)cc1,5%
COc1ccc(N2CCN(C(=O)COC(=O)c3cccc(S(=O)(=O)Nc4cccc(C)c4)c3)CC2)cc1,-20%
O=C(NCC1CCCO1)c1cc(-c2ccncc2)nc2ccccc12 (stereo not drawn),-4%
CCOc1ccc(-n2ccnc(SCC(=O)NCc3cccc(OC)c3)c2=O)cc1,-12%
CCCCc1cc(=O)oc2c3c(cc(OCC(=O)N4CCC[C@H]4C(=O)O)c12)OC(C)(C)CC3,2%
Cc1ccc2nc(SCC(=O)N3CCC(C)CC3)nc(=O)n2c1,-16%
COc1ccc(-c2ccc(=O)n(Cc3ccccc3)n2)cc1,1%
O=C(OCC(=O)N1CCc2ccccc2C1)c1ccc(Cl)c([N+](=O)[O-])c1,-5%
C[C@H](CO)N1C[C@H](C)[C@@H](CN(C)C(=O)NC2CCCCC2)Oc2c(NS(=O)(=O)c3cccs3)cccc2C1=O,3%
CN(C)S(=O)(=O)c1ccc(NC(=O)COc2cccc3c2OC(C)(C)C3)cc1,-8%
Cn1cncc1C#Cc1ccc2c(=O)c3ccccc3oc2c1,0%
CCCCn1c(N)c(N(CC(C)C)C(=O)C2CCN(c3ncnc4sc(C)c(C)c34)CC2)c(=O)[nH]c1=O,-1%
O=C(COC(=O)CCc1c[nH]c2ccccc12)Nc1ccccc1C(F)(F)F,-5%
C[C@@H]1[C@H](O)C[C@@]23COC(=O)C2=CCC[C@@H]3[C@@]1(C)CC/C(=C/CO)CO,12%
CCOc1ccccc1C(=O)Nc1ccc(S(=O)(=O)N2CCN(C)CC2)cc1,0%
COc1cc2c(cc1OC)CN(C(=O)c1cccc(S(=O)(=O)N3CCc4ccccc43)c1)CC2,-16%
COc1ccc(S(=O)(=O)N2CCCCCC2)cc1C(=O)N(C)Cc1ccccc1F,3%
CC(C)OC(=O)Cn1nc(C(c2ccccc2)c2ccccc2)oc1=O,27%
CN(C)C1=NCCN1CCc1cccc(F)c1,5%
CCc1cccc(NC(=O)COC(=O)c2cc(=O)c3ccccc3o2)c1,13%
CC(C(=O)N1CCCC1)N(C)CC(=O)Nc1cccc(F)c1 (stereo not drawn),-2%
CCOc1ccc(N2CC(NS(=O)(=O)c3cccs3)CC2=O)cc1 (stereo not drawn),7%
CCC(C)N(C(=O)COC(=O)COc1c(C)cc(C)cc1C)C1CCS(=O)(=O)C1 (stereo not drawn),-8%
Cc1cc(C(=O)OCC(=O)NCCN2C(=O)CSC2=O)ccc1[N+](=O)[O-],2%
COc1ccccc1C(=O)N/N=C/C(C)=C/c1ccccc1,-5%
CC1(C)O[C@@H]2[C@H](O1)[C@@H](CO)O[C@H]2n1cnc2c(=O)[nH]cnc21,1%
NC(=O)C1CCN(CC(=O)Nc2ccccc2C(=O)NC2CC2)CC1,-1%
CCOc1ccc(CN(C)c2ccc(S(=O)(=O)N3CCN(C)CC3)cc2[N+](=O)[O-])cc1OC,-12%
O=C(CCNC(=O)c1ccc(Br)cc1)Nc1cccc(S(=O)(=O)N2CCCCC2)c1,-4%
COCCNC(=O)Cn1cnc2c(cnn2-c2ccc(C)cc2)c1=O,10%
CCN(CC(=O)Nc1c(F)cccc1F)C(=O)Cc1ccc2c(c1)OCCO2,5%
CC1CCCC(C)N1C(=O)COC(=O)COc1ccccc1C#N (stereo not drawn),-1%
Cc1cc2c(cc1S(=O)(=O)NCC(C)c1ccccc1)n(C)c(=O)c(=O)n2C (stereo not drawn),4%
